High-throughput results (PubChem)
MT1-MMP act inh: blocks activation of human MT1-MMP. HT1080 RFP-PRO-GFP cells, GFP/RFP ratio fluorescence, overnight; percent of plate control window, DMSO zero. 360,000 compounds, 0.061% hits. GFP/RFP ratio change, % at 20 µM;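 active = GFP/RFP ratio change of at least 30% with cell ATP level not reduced by more than half and red fluorescence within 50% of control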; also: strong numbers were not always called active
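Material: RFP-PRO-GFP reporter HT1080 cells. Dosing: single-point 20 µM compound, 1% DMSO. Controls: DMSO and RFP-L50D-GFP cell wells. Timing: cells overnight before dosing, compound overnight, 37 °C, 5% CO2. Measure: GFP/RFP fluorescence ratio.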
eLon inh: E. coli protease La inhibition. purified E. coli Lon protease, fluorescence polarization. P0A9M0. 360,000 compounds, 0.42% hits. inhibition, % at 7.94 µM; in the data active = inhibition above about 13%, passing the limit was not always enough;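 also: 0% = enzyme with probe and DMSO and 100% = no enzyme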
CendR NRP1 mod: alters CendR peptide binding to human NRP-1 | AID 602438 | FAM-RPARPAR peptide binding to NRP-1, fluorescence polarization | 360,000 compounds, 0.85% hits | inhibition, % at 25 µM;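 active = inhibition or corrected inhibition above about 18%, plus a signal ratio from 0.5 to 1.5, limit read from the data, passing the limit was not always enough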; also: strong numbers were not always called active
MsrA act: activators of bovine methionine sulfoxide reductase A | activation, % at 10.6 µM | 360,000 compounds, 0.3% hits | purified bovine MsrA, absorbance read-out; in the data active = activation above about 7.5%;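 also: 0% = vehicle and 100% = reference activator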
PABP1 MLLE inh: blocks PAM2 peptide binding to the PABP1 MLLE domain; 360,000 compounds, 0.36% hits; inhibition, % at 20 µM; P11940; GST-MLLE / FITC-PAM2 fluorescence polarization; in the data active = inhibition above about 35%, passing the limit was not always enough;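 also: plate controls were DMSO wells with GST-MLLE for no effect and wells lacking GST-MLLE protein for full effect; some results filed as inactive read as strong as hits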
MsrA inh: inhibitors of bovine MsrA; inhibition, % at 15.5 µM; AID 651718; 360,000 compounds, 0.75% hits; purified bovine MsrA, absorbance read-out; in the data active = inhibition above about 4.5%;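 also: 0% = vehicle wells with enzyme and 100% = reference inhibitor wells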
Tb MetRS inh: Trypanosoma brucei MetRS inhibition | purified T. brucei MetRS, ATP depletion, Kinase-Glo luminescence | inhibition, % at 11.9 µM | 360,000 compounds, 0.4% hits;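 active = inhibition above a per-plate cutoff of the control wells' mean inhibition plus 3 SD, cut at about 5.5% in these data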;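 also: 0% = DMSO wells median and 100% = median of wells with control inhibitor compound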
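Dosing: 11.9 µM single point; system: parasite MetRS enzyme; technique: luminescence of leftover ATP; times: 15 min enzyme-compound preincubation, 2 h reaction, 10 min detection, 25 °C; replicates: each compound tested once; read-out basis: percent inhibition relative to median high and low control wells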
FAS TE block: FAS thioesterase (human) inhibition. P49327. recombinant FAS-TE, OMFH fluorogenic substrate, fluorescence endpoint. inhibition, % at 15 µM. 360,000 compounds, 0.67% hits;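 active = compounds whose normalised, plate-corrected inhibition of enzyme fluorescence in the single-dose primary screen is 50% or more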;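 also: 0% = DMSO with enzyme and 100% = substrate without enzyme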
SKN-1 block: inhibitors of C. elegans SKN-1; C. elegans VP596 Pgst-4::GFP/RFP ratio, acrylamide-induced, 24 h; inhibition, % at 21.8 µM; 360,000 compounds, 0.49% hits;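 active = interference check ratio from 0.5 to 1.5 plus GFP to RFP signal ratio inhibition reaching or exceeding a fixed threshold, cut at about 30% in these data, passing the limit was not always enough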; also: some compounds called inactive have numbers as strong as hits
An asterisk follows results filed as active; . = no result given.

#	canonical_smiles	MT1-MMP act inh	eLon inh	CendR NRP1 mod	MsrA act	PABP1 MLLE inh	MsrA inh	Tb MetRS inh	FAS TE block	SKN-1 block
1	CCCCCCSc1ccc(-c2nc3ccccn3c2NCCCC)cc1	0	-2	16	0	-2	1.0	-0.4	17	25
2	CCOc1ccccc1NC(=O)COc1coc(CN2CCc3ccccc32)cc1=O	2	-8	12	-2	-13	0.2	-0.2	14	12
3	Nc1ncnc2c1nc(N1CCCCC1)n2[C@@H]1O[C@H](CO)[C@@H](O)[C@H]1O	3	-14	6	-1	-8	-0.2	0.3	-7	8
4	CCN1C(=O)[C@H]2[C@@H](c3ccc(-c4ccc(Cl)c(Cl)c4)cc3)N[C@@](CC(C)C)(C(=O)OC)[C@H]2C1=O	-1	7	16	-2	-20	1.0	-0.1	42	25
5	O=C(NCc1ccco1)/C(=C/c1ccc(C(F)(F)F)cc1)c1nc2ccccc2[nH]1	-20	-9	-30	-2	-26	0.4	7.7*	6	12
6	Cc1ccc(S(=O)(=O)NC(C)(C)CSc2ccccn2)cc1	3	-5	6	-3	6	1.4	-0.1	1	3
7	CCCCn1c(N)c(N(CC(C)C)C(=O)C2CCCN(C(=O)c3ccc(Cl)cc3)C2)c(=O)[nH]c1=O (centres undefined)	4	3	1	-2	-29	-2.3	-0.4	-7	-5
8	N#C/C(=C(/O)COC(=O)CCC1CCCCC1)c1nc2ccccc2[nH]1	-9	-3	-29	0	-18	-0.2	-0.3	3	23
9	CCNS(=O)(=O)c1ccc(NC(=S)NCc2ccco2)cc1	1	-5	-16	-3	-4	-1.0	-0.1	-7	8
10	COCCN(C(=O)COC(=O)Cc1coc2cc3c(cc12)CCC3)c1c(N)n(Cc2ccccc2)c(=O)[nH]c1=O	0	12	-12	-2	-1	-0.4	-0.6	11	2
11	Cc1ccc(S(=O)(=O)N/N=C\c2cc([N+](=O)[O-])ccc2Cl)cc1	1	-3	5	-4	3	-0.9	-0.3	7	7
12	CCN1CCN(CC(=O)Nc2sc3c(c2C#N)CCC(C)C3)CC1 (centres undefined)	5	6	21	0	-5	0.9	-0.9	15	24
13	COCCNCCOc1ccccc1-c1ccccc1	-3	-5	4	-3	11	-0.7	-2.1	-4	-8
14	COc1ccc(OCCCC(=O)OCC(=O)Nc2ncc(Cl)cc2Cl)cc1	-4	4	4	-7	45*	0.5	-0.5	-4	-9
15	COc1ccc(-c2nc(C#N)c(N3CCC(C)CC3)o2)cc1	2	9	1	1	4	0.7	0.9	17	-4
16	CCc1nnc(NC(=O)C(NC(=O)c2ccccc2Cl)C(C)C)s1 (centres undefined)	4	7	2	-3	7	-0.8	-0.3	-6	7
17	O=C(Nc1ccc(N2CCN(C(=O)c3cccs3)CC2)cc1)c1ccc(Br)o1	2	0	12	-2	7	-0.3	0.6	6	-4
18	CC(C)N(CC(N)=O)c1ccc(S(=O)(=O)N2CCCC2)cn1	2	9	17	-3	19	1.0	-0.5	-7	12
19	Cc1cc2ccccc2cc(C)c1=O	10	-6	1	0	-4	1.6	-1.1	-5	9
20	Cc1nc2nc[nH]n2c(=O)c1NS(=O)(=O)c1ccc(C(C)(C)C)cc1	1	-10	9	-4	12	1.7	-0.7	-2	6
21	Cc1cc(NC(=O)c2ccc(Cl)cc2)n(-c2ccccc2)n1	-5	2	2	0	5	-0.2	0.2	1	10
22	COCCNCC(=O)Nc1ccc(C)c(S(=O)(=O)N2CCCCC2)c1	4	-5	-8	-3	9	1.6	-0.7	0	5
23	CCC1CCCCN1CCCNC(=O)c1c(O)nc2cc(C)ccn2c1=O (centres undefined)	2	-11	0	-10	-6	1.6	-0.5	-3	-14
24	C=CCNS(=O)(=O)c1ccc2c(c1)n(C)c(=O)n2C	0	-1	6	0	2	0.3	0.0	-9	-3
25	CN(C)c1ccc(C(=S)NCc2ccco2)cc1	2	-11	-25	-12	8	1.7	-1.8	-4	-11

Ordered by length of the SMILES (ascending): some entries from above
#	canonical_smiles	MT1-MMP act inh	eLon inh	CendR NRP1 mod	MsrA act	PABP1 MLLE inh	MsrA inh	Tb MetRS inh	FAS TE block	SKN-1 block
1	CCCCCCSc1ccc(-c2nc3ccccn3c2NCCCC)cc1	0	-2	16	0	-2	1.0	-0.4	17	25
9	CCNS(=O)(=O)c1ccc(NC(=S)NCc2ccco2)cc1	1	-5	-16	-3	-4	-1.0	-0.1	-7	8
6	Cc1ccc(S(=O)(=O)NC(C)(C)CSc2ccccn2)cc1	3	-5	6	-3	6	1.4	-0.1	1	3
21	Cc1cc(NC(=O)c2ccc(Cl)cc2)n(-c2ccccc2)n1	-5	2	2	0	5	-0.2	0.2	1	10
16	CCc1nnc(NC(=O)C(NC(=O)c2ccccc2Cl)C(C)C)s1 (centres undefined)	4	7	2	-3	7	-0.8	-0.3	-6	7
22	COCCNCC(=O)Nc1ccc(C)c(S(=O)(=O)N2CCCCC2)c1	4	-5	-8	-3	9	1.6	-0.7	0	5
14	COc1ccc(OCCCC(=O)OCC(=O)Nc2ncc(Cl)cc2Cl)cc1	-4	4	4	-7	45*	0.5	-0.5	-4	-9
8	N#C/C(=C(/O)COC(=O)CCC1CCCCC1)c1nc2ccccc2[nH]1	-9	-3	-29	0	-18	-0.2	-0.3	3	23
11	Cc1ccc(S(=O)(=O)N/N=C\c2cc([N+](=O)[O-])ccc2Cl)cc1	1	-3	5	-4	3	-0.9	-0.3	7	7
3	Nc1ncnc2c1nc(N1CCCCC1)n2[C@@H]1O[C@H](CO)[C@@H](O)[C@H]1O	3	-14	6	-1	-8	-0.2	0.3	-7	8
4	CCN1C(=O)[C@H]2[C@@H](c3ccc(-c4ccc(Cl)c(Cl)c4)cc3)N[C@@](CC(C)C)(C(=O)OC)[C@H]2C1=O	-1	7	16	-2	-20	1.0	-0.1	42	25

The results go on.
#	canonical_smiles	MT1-MMP act inh	eLon inh	CendR NRP1 mod	MsrA act	PABP1 MLLE inh	MsrA inh	Tb MetRS inh	FAS TE block	SKN-1 block
26	FC(F)(F)c1nc(N2CCCC2)ncc1-c1nnnn1-c1ccccc1	-3	-1	6	-3	0	1.5	0.0	12	-31
27	CC1CCCCC1NC(=O)CSC1=Nc2ccccc2C2CC=NN12 (centres undefined)	0	3	-2	4	27	-0.1	-0.4	4	-1
28	Cc1ccc(Cn2ncc3c(NCCN(C)C)ncnc32)cc1	3	-6	9	1	-2	-1.1	-0.1	-4	16
29	Cc1c(NC(=O)c2cc3ccccc3oc2=O)c(=O)n(-c2ccccc2)n1C	2	-13	10	-6	-3	1.9	-0.9	-11	-7
30	COc1ccc(C2(C(=O)NCc3ccco3)CCCC2)cc1OC	3	2	8	-2	8	-0.3	0.4	-5	-2
31	COc1cccc(C2CC(C(F)(F)F)n3ncc(C(=O)NCC4CCCO4)c3N2)c1 (centres undefined)	9	-4	-19	-2	9	0.3	-1.1	-4	3
32	CC1(Cc2cc(Cl)ccc2C(F)(F)F)C(=O)Nc2ccc(-c3ccc(F)c(Cl)c3)cc21 (centres undefined)	-5	-3	-6	-4	-3	0.5	-0.3	27	17
33	S=c1[nH]nc(C2COc3ccccc3O2)o1 (centres undefined)	0	6	8	3	-84	0.1	-0.2	-2	-3
34	Nc1nc(N)c2[nH]c(-c3ccccc3)nc2n1	6	-7	-3	-5	-3	0.8	1.7	-6	4
35	COc1cc(C)ccc1OCc1cc(C(=O)N2CCC(c3ccc(F)cc3)C2)no1 (centres undefined)	0	-13	4	-2	1	-0.2	-0.5	34	24
36	CC(=O)OC(C)(CCC(C)(OC(C)=O)C(C)=O)C(C)=O (centres undefined)	-1	5	8	3	-9	-0.5	-0.7	-4	0
37	C/C(=N\NC(=O)Cc1c(Cl)cccc1Cl)c1cccnc1	-1	6	23	1	-3	1.9	0.5	-7	-12
38	COc1ccc(Cl)cc1N1C(=O)/C(=C\c2sccc2C)N=C1SCC(=O)NC1CC1	-4	-2	-11	1	-6	0.8	0.4	21	13
39	CC(C)Nc1nc(NC(C)C)nc(NS(=O)(=O)c2ccc(N)cc2)n1	2	3	5	-11	0	1.1	-1.0	-11	-3
40	Cc1ccc(N2C(=O)C(CN3CCCCC3)C2c2ccccc2)cc1 (centres undefined)	1	-5	-6	-4	-2	-0.4	0.1	2	-5
41	O=C(Cc1cc(=O)[nH]c(=O)[nH]1)NCC1CCCO1 (centres undefined)	-1	-1	-5	1	11	-1.0	-0.3	-1	-13
42	Cc1noc(N)c1C(=O)Nc1ccc(F)cc1	0	-2	-6	-5	1	-0.5	-1.4	-4	-3
43	COc1cccc(/C=N/NC(=O)CCn2c3ccccc3c3ccccc32)c1	3	3	1	-3	-6	0.9	-0.6	2	4
44	Cc1nc(SC2C=CS(=O)(=O)C2)n[nH]1 (centres undefined)	0	1	-76	-3	-10	.	-0.8	-7	4
45	Cc1ccsc1/C=N/NC(=O)c1ccc([N+](=O)[O-])cc1	6	1	0	-3	10	4.1	-0.5	8	-4
46	COc1ccccc1C1C2C(=O)N(c3ccccc3)C(=O)C2ON1c1ccccc1 (centres undefined)	3	-6	3	2	-11	-0.1	0.2	17	4
47	CCC(Oc1ccc(Cl)cc1)C(=O)N1CC(=O)Nc2ccccc21 (centres undefined)	-1	1	8	-4	16	0.2	-0.3	-2	-7
48	CCN(C[C@H]1N[C@@](CC)(C(=O)OC)[C@H]2C(=O)N(Cc3ccccc3)C(=O)[C@@H]12)C(=O)c1ccc(C(C)(C)C)cc1	-26	-4	10	0	-47	-1.7	-0.6	23	16
49	CC1=NN(C(C#N)c2cccc([N+](=O)[O-])c2)C(C)(C)C1 (centres undefined)	3	-3	1	-3	10	-1.2	-0.2	-3	5
50	O=C(Oc1c(CN2CCOCC2)cc(Cl)c2cccnc12)c1ccccc1Cl	-2	2	-8	-4	-6	-0.2	0.1	36	2
51	O=c1c2c(ncn2C2CCCC2)n(Cc2ccccc2)c(=O)n1CCOc1ccc(Br)cc1	-2	-8	-1	0	0	1.0	0.1	20	-1
52	Cc1ccc(C)c(N(C(=O)CNC(=O)c2ccco2)C(C(=O)NCC2CCCO2)c2ccccc2)c1 (centres undefined)	-3	-7	10	-6	-12	0.1	-0.9	-5	8
53	COc1cccc(-c2nc(-c3ccc(NC(=O)Cc4ccccc4OC)cc3)no2)c1	2	4	5	-13	-9	.	-2.0	25	-20
54	COc1cccc(-c2nnc(SCc3ccccn3)n2C)c1	.	10	-4	-11	-46	1.4	-1.4	-16	-21
55	CC(Sc1nc(-c2ccccc2)cc(C(F)(F)F)n1)C(=O)N1CCCCC1 (centres undefined)	-9	-6	2	-3	4	.	-0.1	14	4
